# Screens (PubChem BioAssay)
# HepG2 tox: qHTS for Inhibitors of TGF-b: Cytotox Counterscreen; HepG2 CAGA-GFP viability, ATP luminescence, 18 h; Potency, µM (highest dose often 46.1 µM), for the others: at the top dose activity change, negative = cytotoxicity, hits mostly cytotoxic; 410,000 tested, 0.76% active; also: some results filed as inactive show a strong effect at the top dose
#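 HepG2 CAGA-GFP cells (1000/well, DMEM with 1% FBS) received compound, then TGF-beta at 500 pg/mL final, and were incubated 18 hours at 37 degrees C. Viability was read by CellTiter-Glo luminescence. Media-only wells were set as complete cell-killing and DMSO as no toxicity.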
# A549 tox: Nrf2 qHTS screen for inhibitors: counterscreen for cytotoxicity; A549 ARE-Fluc cells, CellTiter-Fluor viability, 18-24 h; Potency, µM (series often up to 46 µM), without a hit: at the top dose activity change, negative = cytotoxicity, most hits filed as inhibitors; 390,000 tested, 0.16% active; also: % is scaled to controls: 0 for no effect and ±100 for the full control effect
#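 A549 ARE_Fluc cells in 5% FBS OPTI-MEM were exposed to compounds in concentration-response for 18-24 h at 37 deg C. Viability was read by CellTiter-Fluor fluorescence (Ex 405/Em 525) after 30 min, before the luciferase read.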
# Nrf2 inh: Nrf2 qHTS screen for inhibitors; A549 ARE-Fluc reporter, luciferase luminescence, 18-24 h; Potency, µM (top dose mostly 46 µM), for the others: top-dose activity change, negative = inhibition, hits mostly inhibitors; 360,000 tested, 2.1% active; AID 504444, 2011; also: % is scaled to controls: 0 for no effect and ±100 for the full control effect; nearly all actives have a fitted effect of over 60% in size
#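 Nrf2 activity is the BugLite luminescence, read 15 min after reagent at room temperature, following CellTiter-Fluor cytotoxicity readout (30 min, 37C). Compound titrations were applied for 18-24 h to 5000 A549 ARE_Fluc cells/well in 5% FBS OPTI-MEM.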
# TGFb inhibitor: qHTS for Inhibitors of TGF-b; HepG2 CAGA-GFP TGF-b/SMAD3 reporter, GFP fluorescence, 18 h; TGF-beta stimulated, 500 pg/mL final; Potency, µM (doses to about 46.1 µM), for inactives: top-dose activity, negative = inhibition, hits mostly inhibitors; 410,000 tested, 1.2% active; also: % is scaled to controls: 0 for no effect and ±100 for the full control effect; nearly all actives have a fitted effect of over 65% in size
#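 HEPG2 CAGA-GFP, 1000 cells/well; 2 h settle, 37 C; cpd via pin tool; TGF-b 500 pg/mL final; 18 h, 37 C; GFP imaging ex488/em500-530; %Activity normalised to -TGF-b and +DMSO controls; CRC fit, curve class.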
# EPAC2 antag: qHTS for Antagonist of cAMP-regulated guanine nucleotide exchange factor 2 (EPAC2): primary screen; Rap guanine nucleotide exchange factor 4 (Homo sapiens), Q8WZA2; Potency, µM (titrated, usually from 114 µM), for the others: at the top dose activity, negative = inhibition, actives largely listed as inhibitors; AID 720708, 2013; EPAC2 GEF exchange of Rap1B-BODIPY-GDP, fluorescence; 360,000 tested, 0.18% active; also: % is scaled to controls: 0 for no effect and ±100 for the full control effect; nearly all actives have a fitted effect of over 45% in size; many of its hits are not listed in these tables
# Target sequence (Q8WZA2 whole entry, looked up): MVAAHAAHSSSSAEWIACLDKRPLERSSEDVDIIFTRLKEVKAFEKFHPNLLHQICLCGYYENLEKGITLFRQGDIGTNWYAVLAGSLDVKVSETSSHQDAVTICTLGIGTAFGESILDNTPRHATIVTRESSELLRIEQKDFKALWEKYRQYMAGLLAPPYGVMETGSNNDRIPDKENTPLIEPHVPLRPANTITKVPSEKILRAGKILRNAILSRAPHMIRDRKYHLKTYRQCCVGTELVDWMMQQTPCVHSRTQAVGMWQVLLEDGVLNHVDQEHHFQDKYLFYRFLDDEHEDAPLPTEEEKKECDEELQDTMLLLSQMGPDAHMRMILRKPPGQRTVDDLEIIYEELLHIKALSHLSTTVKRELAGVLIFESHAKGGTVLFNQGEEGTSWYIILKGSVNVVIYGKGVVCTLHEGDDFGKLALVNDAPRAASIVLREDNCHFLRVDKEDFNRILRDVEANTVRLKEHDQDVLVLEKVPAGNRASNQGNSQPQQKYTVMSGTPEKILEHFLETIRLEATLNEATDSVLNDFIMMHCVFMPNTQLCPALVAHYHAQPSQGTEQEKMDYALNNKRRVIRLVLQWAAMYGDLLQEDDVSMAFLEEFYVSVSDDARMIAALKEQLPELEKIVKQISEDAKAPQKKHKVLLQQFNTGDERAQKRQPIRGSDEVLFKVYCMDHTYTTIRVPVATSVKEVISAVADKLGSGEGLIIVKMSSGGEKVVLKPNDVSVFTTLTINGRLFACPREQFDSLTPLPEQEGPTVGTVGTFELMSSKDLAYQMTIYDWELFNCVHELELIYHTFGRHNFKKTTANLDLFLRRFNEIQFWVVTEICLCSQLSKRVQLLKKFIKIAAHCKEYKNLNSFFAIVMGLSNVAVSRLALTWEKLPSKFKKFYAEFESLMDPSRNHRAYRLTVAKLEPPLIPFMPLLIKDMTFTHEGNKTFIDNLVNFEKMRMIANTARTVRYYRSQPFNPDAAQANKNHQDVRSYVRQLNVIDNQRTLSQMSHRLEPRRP
# ATXN2 expr inh: Primary qHTS for Inhibitors of ATXN expression; AID 1745845, 2022; 360,000 tested, 0.72% active; HEK-293 ATXN2-luciferase reporter, luminescence, 24 h; Potency, µM (doses to about 57 µM), for the others: at the highest dose activity change, negative = inhibition, actives largely listed as inhibitors; also: % is scaled to controls: 0 for no effect and ±100 for the full control effect; nearly all actives have a fitted effect of over 55% in size
#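 ATXN2-luciferase reporter cells (luciferase flanked by upstream and downstream ATXN2 gene portions) were treated 24 h at 37 °C with compounds at up to 57 uM. SteadyGlo luminescence gave expression; GF-AFC fluorescence gave viability.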
# S2 tox: Viability Counterscreen for Primary qHTS for Inhibitors of ATXN expression | S2 cells (HEK-293 line with an ATXN2-luciferase reporter) viability, CellTiter-Fluor protease fluorescence, 24 h | Potency, µM (top dose mostly 56.7 µM), usual class: cytotoxic | 400,000 tested, 0.49% active; also: nearly all actives have a fitted effect of over 40% in size
# Nrf2 ARE act: qHTS of Nrf2 Activators. AREc32 ARE-luciferase reporter (MCF7-derived line), luminescence, 24 h. Potency, µM (titrated, usually from 46.1 µM), without a hit: top-dose activation, hits mostly activators. 410,000 tested, 0.31% active. AID 624171, 2012; also: % of control where 0% means no effect; nearly all actives have a fitted effect of over 65% in size
#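 Steps: seed AREc32_Fluc cells (1000/well, 5% FBS OPTI-MEM); incubate overnight at 37 deg C; add 23 nL compound; incubate 24 hr; add Steady-Glo; hold 30 min RT; read luminescence.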
# MCF10A rereplic: A quantitative high throughput screen for small molecules that induce DNA re-replication in MCF 10a normal breast cells | Potency, µM (series often up to 46.1 µM), inactives show at the top dose activity, positive = re-replication, usual class: activators | AID 624296, 2012 | MCF 10A DNA re-replication, Hoechst nuclear intensity, 48 h | 350,000 tested, 2.9% active; also: % of control where 0% means no effect; nearly all actives have a fitted effect of over 50% in size
# * hit, by the source's call; i = inactive; ? = inconclusive; / = no result given; [ ] = remark or other dose. Calls follow the shape of the dose curve; as a rule, active = well fitted curve in the direction sought with a large enough effect; inconclusive = small, poorly fitted or top-dose-only effect, or another doubt; inactive = no such curve, though single readings can be large; an effect the other way counts as inactive or inconclusive. Potency is read from the fitted curve at half-maximal effect.
SMILES,HepG2 tox,A549 tox,Nrf2 inh,TGFb inhibitor,EPAC2 antag,ATXN2 expr inh,S2 tox,Nrf2 ARE act,MCF10A rereplic
Cc1cc(NCCc2ccc(Cl)cc2)n2ncnc2n1,-11%,-4%,?,2%,0%,-15%,i,3.6%,-14%
CCN1CCc2c(C#N)c(NCc3ccccc3)nc(N(CC)CC)c2C1,-51%,-14%,6%,13%,-11%,-16%,i,0.3%,9%
CCOc1ccc2nc(SCC(=O)N3CCCc4ccccc43)sc2c1,-42%,-5%,-21%,5%,-2%,-4%,i,-0.3%,15%
CC(O)[C@H](NC(=O)C1(c2ccccc2)CCN(C(=O)OC(C)(C)C)CC1)C(=O)O (some centres not stated),-1%,-3%,14%,-2%,4%,3%,i,0.2%,0%
COc1ccccc1/C=N/NC(=O)c1[nH]c(C)c(C(=O)N/N=C/c2ccccc2OC)c1C,-15%,5%,1%,-1%,-3%,-17%,i,-2.1%,-2%
COc1ccccc1CNS(=O)(=O)c1ccc2[nH]cc(C(=O)O)c(=O)c2c1,5%,-4%,12%,-24%,-7%,0%,i,-0.2%,-3%
CCO[C@H]1c2c(ccc3ccc(=O)oc23)OC(C)(C)[C@@H]1O,-4%,0%,-9%,3%,1%,6%,i,0.2%,14%
COC(=O)C(NC(=O)Nc1ccccc1OC)C(C)C (configuration not stated),12%,-6%,-17%,7%,-6%,-1%,i,0.3%,0%
Oc1c(C=Nc2cccnc2)sc2ccccc12,-21%,-13%,16%,-45%,3%,13%,i,11%,16%
CCOc1ccc2nc(NCCNC(=O)CC)c(C#N)cc2c1,-3%,?,-18%,-3%,3%,6%,/,-0.1%,?
O=C(CN1c2ccccc2Sc2ccccc21)NNC(=O)Nc1ccc(Cl)cc1,-61%,?,18µM*,?,-4%,-31%,i,7.7%,?
Cc1cc(=O)oc(C)c1C(=O)NCc1ccco1,-19%,-3%,4%,-2%,-2%,-9%,i,0.2%,-4%
O=C(CSc1ncn[nH]1)Nc1ccc(Br)cc1Br,-25%,0%,-19%,-9%,-6%,20%,i,-0.3%,13%
COCCCNC(=O)c1cc(Nc2ccc(OC)cc2OC)nc2ccccc12,-18%,-8%,?,-10%,0%,/,?,3.4%,-7%
Cc1ccsc1C(=O)N1CCCC1(C)C(=O)NCC(C)C (configuration not stated),-14%,/,/,9%,16%,-2%,i,-0.2%[9.22 µM],/
COc1ccc(/C=C2\SC(=S)N(CCCC(=O)N3CCOCC3)C2=O)cc1OC,-99%,6%,-3%,-12%,9%,-7%,i,3.4%,5%
NC(=O)CCN1CCN(CCOC2Cc3cc(Cl)ccc3Sc3ccccc32)CC1 (configuration not stated),-45%,-6%,-25%,15%,5%,-26%,?,9.0%,?
Cc1c(C(=O)N(C)CCn2ccnc2C)oc2c(F)cccc12,14%,3%,7%,-5%,14%,1%,i,-0.6%,17%
CCc1cc(-c2[nH]ncc2-c2ccc([N+](=O)[O-])cc2)c(O)cc1OC,-63%,0%,?,13µM*,-18%,-5%,i,7.1%,?
COc1ccc(Cn2c(=O)[nH]c3cc(C(=O)Nc4ccc(N5CCN(C)CC5)cc4)ccc32)cc1,-30%,-10%,13%,?,-9%,-24%,?,2.2%,23%
CCOc1ccc(/C(O)=C2\C(=O)C(=O)N(c3ccccn3)C2c2ccccc2F)c(C)c1 (configuration not stated),-24%,/,/,-19%,-13%,/,i,0.2%,/
CCN(CC)c1cc2c(c3c1ccn3C)C1CCC2C1 (configuration not stated),-30%,/,/,-22%,-10%,-25%,i,-0.8%,/
O/N=C1\CCCc2ccccc21,-6%,15%,2%,25%,-2%,-9%,i,0.3%,-2%
Cc1ccc(S(=O)(=O)Cn2nnnc2C(C(C)C)N2CCN(c3nc4ccccc4s3)CC2)cc1 (configuration not stated),-5%,-8%,?,?,9%,-18%,i,-0.3%,1%
O=C(CN1C(=O)C2C3CC(C(Br)C3Br)C2C1=O)N1CCN(Cc2ccccc2)CC1 (configuration not stated),16%,2%,?,-2%,15%,5%,i,0.2%,-1%
CCOC(=O)C1(C)C=C(Nc2ccc(NC(C)=O)cc2)C(=O)N1c1ccc(NC(C)=O)cc1 (configuration not stated),10%,-12%,-1%,-6%,3%,7%,/,0.3%,-2%
O=C(CC(c1ccccc1)c1cc(Br)ccc1O)N1CCCCC1 (configuration not stated),-1%,7%,1%,-18%,?,-16%,i,0.5%,18%
C[C@@H]1CN([C@H](C)CO)C(=O)Cc2cc(NC(=O)CCC(F)(F)F)ccc2O[C@@H]1CN(C)C(=O)NC1CCCCC1,1%,0%,22%,1%,-1%,2%,i,-0.9%,-3%
COC(=O)c1sccc1NC(=S)OC,-23%,-6%,2%,0%,-12%,3%,i,0.7%,3%
COc1ccc(-n2c(C)c(C(C)=O)c3cc(OCC(N)=O)ccc32)cc1,-2%,1%,-14%,-4%,-15%,-7%,i,4.0%,-1%
CCN(CC)CCNC(=O)c1ccc(NC(=O)C2CCN(S(=O)(=O)c3ccc4c(c3)OCCO4)CC2)cc1,-3%,-5%,4%,?,-3%,-10%,i,-0.5%,1%
Cc1cccc(N2CCN(C(=O)CCCn3c(=O)[nH]c4ccsc4c3=O)CC2C)c1 (configuration not stated),-2%,1%,-10%,2%,-9%,3%,i,-1.1%,?
C/C(=N/NC(=O)c1cccs1)c1ccc(NC(=O)COc2ccc(Cl)cc2)cc1,-2%,-25%,?,-3%,-2%,-30%,?,2.3%,5.2µM*
Cc1ccccc1C(C(=O)NCc1ccccc1)N(Cc1ccco1)C(=O)c1ccccn1 (configuration not stated),-6%,-5%,-13%,-2%,-4%,0%,i,-0.4%,9%
COc1ccc(CCNC(=O)CSc2nn(-c3ccccc3)c(=S)s2)cc1OC,-25%,1%,-13%,-22%,-2%,-6%,?,-0.1%,0%
Cc1cc(Br)c(S(=O)(=O)NCCN2CCOCC2)cc1C,9%,12%,-3%,?,9%,4%,i,-0.5%,4%
CCOP(=O)(c1ccccc1)C1(O)CCCCC1 (configuration not stated),9%,-3%,11%,16%,-1%,-3%,i,0.1%,-8%
CCNC(=O)C1CCCN1S(=O)(=O)c1ccc(C)cc1 (configuration not stated),6%,1%,7%,-2%,9%,7%,i,-0.1%,21µM*
Cc1occc1C(=O)Nc1ccc([N+](=O)[O-])cc1Br,-2%,2%,0%,-16%,10%,-15%,i,-0.2%,7%
COc1cc(/C=N/NC(=O)c2cc[n+]([O-])cc2)ccc1O,-6%,3%,0%,8%,10%,46%[activator],i,-0.8%,-6%

# Three of these compounds in a different format.
Cc1cc(Br)c(S(=O)(=O)NCCN2CCOCC2)cc1C
  HepG2 tox = 9%; A549 tox = 12%; Nrf2 inh = -3%; TGFb inhibitor = ?; EPAC2 antag = 9%; ATXN2 expr inh = 4%; S2 tox = i; Nrf2 ARE act = -0.5%; MCF10A rereplic = 4%
COc1ccc(CCNC(=O)CSc2nn(-c3ccccc3)c(=S)s2)cc1OC
  HepG2 tox = -25%; A549 tox = 1%; Nrf2 inh = -13%; TGFb inhibitor = -22%; EPAC2 antag = -2%; ATXN2 expr inh = -6%; S2 tox = ?; Nrf2 ARE act = -0.1%; MCF10A rereplic = 0%
Cc1ccccc1C(C(=O)NCc1ccccc1)N(Cc1ccco1)C(=O)c1ccccn1 (configuration not stated)
  HepG2 tox = -6%; A549 tox = -5%; Nrf2 inh = -13%; TGFb inhibitor = -2%; EPAC2 antag = -4%; ATXN2 expr inh = 0%; S2 tox = i; Nrf2 ARE act = -0.4%; MCF10A rereplic = 9%

# Next part.
SMILES,HepG2 tox,A549 tox,Nrf2 inh,TGFb inhibitor,EPAC2 antag,ATXN2 expr inh,S2 tox,Nrf2 ARE act,MCF10A rereplic
Nc1nc(-c2cccc(F)c2)cs1,4%,-2%,?,9%,1%,29%,?,6.4%,7%
CCOC(=O)c1c(NC(=O)Cn2cc([N+](=O)[O-])cn2)sc2c1CCC2,7%,-8%,?,-1%,10%,-11%,i,-0.3%,?
c1ccc(Cn2ccnc2-c2ccco2)cc1,1%,8%,19%,-5%,5%,50%[activator],i,-0.4%,1%
CC(C)C(=O)NC(C)C(c1cccs1)N1CCN(c2ccccc2)CC1 (configuration not stated),3%,-5%,-11%,-2%,8%,-15%,i,0.5%,10%
CC(=O)Nc1cccc(NC(=O)Nc2ccc(C(C)=O)cc2)c1,-3%,10%,5%,0%,-2%,33%[activator],i,2.9%,12%
O=c1[nH]c2ccccc2cc1-c1nnn(-c2ccc(F)cc2)n1,7%,-2%,?,-6%,-8%,39%,i,8.1%,12%
O=C(C1CCN(S(=O)(=O)c2ccccc2F)CC1)N1CCc2ccccc21,-13%,-3%,?,-11%,-5%,-1%,?,-0.3%,2%
C[C@H](CO)N1C[C@H](C)[C@@H](CN(C)S(=O)(=O)c2cccs2)Oc2ccc(NC(=O)Cn3cnnn3)cc2C1=O,6%,-8%,10%,-8%,-5%,16%,i,-0.8%,-26%
O=[n+]1c2c(n([O-])c3cc(F)c(N4CCCC4)cc31)CCC2,-3%,-11%,-5%,11%,0%,9%,i,2.3%,9%
Cc1cccn2c(=O)c(/C=C(\C#N)C(=O)NC3CCS(=O)(=O)C3)c(N3CC(C)OC(C)C3)nc12 (configuration not stated),23%,?,-14%,36%[activator],-6%,-5%,?,5.7%,1.8µM*
CCOC(=O)c1ccc(NC(=S)N(CCN2CCCCCC2)Cc2ccco2)cc1,-26%,-17%,-4%,-9%,3%,-23%,i,0.5%,?
CC(C)(C)C(=O)Nc1cc(NC(=O)C(C)(C)C)cc(C(=O)Nc2cc(C(=O)O)cc(C(=O)O)c2)c1,24%,-3%,3%,22%,1%,1%,i,-0.9%,0%
Cc1ccc(S(=O)(=O)N2CCC(C(=O)NCCc3ccccn3)CC2)cc1,0%,2%,-10%,2%,-3%,-8%,i,-0.4%,1%
COc1ccc(C2=NNC(c3cccs3)=Nc3ccc(OC)cc32)cc1,-3%,-5%,9%,-9%,-4%,5%,i,0.8%,-10%
Cc1ccc(C)c(NC(=O)CSc2nc(C)cs2)c1,6%,0%,0%,1%,-6%,1%,i,-0.7%,2%

# Only part of the results is shown; the hit share may differ from the screen's.
